Screening results: PubChem, several laboratories
Wee1 stabilizer: inhibitors of human Wee1 degradation; hit rate 1.2% among 220,000; HeLa Luc-Wee1K328M stability, luciferase luminescence; 100% = proteasome inhibitor MG132 effect; reporter increase, % at 5 µM;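 active means activation above the mean of all tested compounds plus 3 SD, set per screening run, cut at about 8.8% in these data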;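 further: cells exposed to compound for 20 h before luminescence read; 0% = DMSO alone and 100% = MG132 at 30 µM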
eIF4E-4G inh: inhibitors of eIF4E and eIF4G interaction in translation initiation. TR-FRET eIF4E-eIF4GI(517-606) binding, 2 h. inhibition, % at 21.7 µM. hit rate 0.37% among 220,000. AID 782;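 active means inhibition above about 30%, limit read from the data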;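 further: 0% = full FRET control wells and 100% = background wells lacking eIF4GI fragment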
S1P4 agonist: human S1P4 receptor agonism | S1P4-expressing cell line, agonist reporter assay | activation, % at 4.98 µM | hit rate 0.35% among 220,000 | AID 1509; in the data active means activation above about 11%;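 further: 0% = DMSO vehicle and 100% = reference agonist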
S1P4 antag: human S1P4 receptor antagonism; hit rate 0.26% among 220,000; O95977; inhibition, % at 4.98 µM; S1P4-expressing cells, antagonist mode, reporter read-out; in the data active means inhibition above about 29%;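 further: 0% = wells stimulated with agonist and 100% = vehicle wells without agonist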
Ba/F3 V617F tox: loss of viability in JAK2V617F-driven Ba/F3 cells | Ba/F3 EpoR-JAK2V617F viability, ATP luminescence | inhibition, % at 5.6 µM | hit rate 1.1% among 220,000 | AID 1446;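 active means inhibition above the campaign mean plus 3 SD over all tested compounds, cut at about 24% in these data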;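 further: cytokine-independent growth of Ba/F3 cells driven by EpoR plus mutant JAK2; 0% = DMSO-treated cells and 100% = JAK inhibitor I control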
PERK inh: inhibitors of human PERK kinase; Q9NZJ5; CHO PERK-DD fusion, SEAP luminescence translation reporter; inhibition, % at 5.6 µM; hit rate 0.17% among 220,000; AID 1416;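 active means inhibition above the mean inhibition of all tested compounds plus 3 SD, set separately per screening campaign, cut at about 2.9% in these data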;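 further: PERK kinase domain activated by AP20187 dimerizer at 100 nM; 0% = DMSO with dimerizer and 100% = rapamycin at 8.4 µM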
NPY-Y2 PAM-ag: potentiates or activates human NPY-Y2 receptor; activation, % at 3.6 µM; cells expressing NPY-Y2, potentiator/agonist read-out; P49146; hit rate 0.45% among 220,000; AID 1359; in the data active means activation above about 27%;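 further: cells stimulated with NPY near EC25 plus isoproterenol at EC100; 0% = vehicle plus submaximal agonist and 100% = vehicle plus saturating agonist; some results beyond the cut were filed as inactive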
Target sequence (P49146 whole entry, looked up): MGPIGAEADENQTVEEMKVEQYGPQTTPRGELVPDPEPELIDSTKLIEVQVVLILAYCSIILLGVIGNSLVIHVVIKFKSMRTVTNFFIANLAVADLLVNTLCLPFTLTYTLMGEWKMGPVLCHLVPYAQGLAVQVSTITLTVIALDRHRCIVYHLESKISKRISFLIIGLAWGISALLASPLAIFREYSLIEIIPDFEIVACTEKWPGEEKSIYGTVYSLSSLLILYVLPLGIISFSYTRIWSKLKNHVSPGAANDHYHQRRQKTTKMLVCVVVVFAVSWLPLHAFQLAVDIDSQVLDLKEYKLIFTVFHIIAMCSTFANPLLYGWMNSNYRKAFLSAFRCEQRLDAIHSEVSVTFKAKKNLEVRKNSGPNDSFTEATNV
BaF3 tox: counter-screen for JAK2V617F inhibitors: parental Ba/F3 viability inhibitors | CellTiter-Glo ATP luminescence | hit rate 1.1% among 220,000 | inhibition, % at 5.6 µM;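 active means inhibition above a per-campaign cutoff, the mean inhibition of all tested compounds plus 3 SD, cut at about 27% in these data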;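 further: 0% = DMSO wells and 100% = JAK Inhibitor I control wells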
MDM2 E3 inh: Mdm2 E3 ligase (human) inhibition; Q00987; signal enhancement, % at 5 µM; cell-based MDM2 ubiquitination luciferase reporter, 2 h; 0 = plate control, 100 = twice control, blank-subtracted; AID 1230; hit rate 0.11% among 210,000;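 active means signal enhancement of 30% or more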;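 further: luminescence tracks abundance of the self-degrading MDM2-luciferase fusion protein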
Target sequence (Q00987 whole entry, looked up, the tested form may be a part): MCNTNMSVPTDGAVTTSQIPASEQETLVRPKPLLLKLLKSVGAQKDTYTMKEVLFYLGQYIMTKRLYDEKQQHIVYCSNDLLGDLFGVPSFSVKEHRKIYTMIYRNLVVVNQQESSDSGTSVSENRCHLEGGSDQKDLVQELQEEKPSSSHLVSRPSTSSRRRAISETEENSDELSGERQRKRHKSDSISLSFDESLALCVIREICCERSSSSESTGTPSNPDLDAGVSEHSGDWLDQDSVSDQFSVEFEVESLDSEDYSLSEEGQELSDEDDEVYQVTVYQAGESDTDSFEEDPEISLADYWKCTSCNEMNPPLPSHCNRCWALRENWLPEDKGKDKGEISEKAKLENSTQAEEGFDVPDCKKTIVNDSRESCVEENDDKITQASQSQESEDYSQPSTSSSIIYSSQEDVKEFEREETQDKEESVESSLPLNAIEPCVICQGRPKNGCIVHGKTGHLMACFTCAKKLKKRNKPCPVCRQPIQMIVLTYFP
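system = mammalian cells stably expressing self-ubiquitinating, self-degrading MDM2 E3–luciferase fusion | quantity = 2000 cells per well seeded | incubation = 4 h cell settling then 2 h compound exposure, 37 °C | signal = SteadyLite luminescence, 15 min reagent step | benchmarks = plate control and blank wells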
* = called active by the depositor; nt = not tested or not shown; [ ] = dose if it differs, or a comment.

SMILES | Wee1 stabilizer | eIF4E-4G inh | S1P4 agonist | S1P4 antag | Ba/F3 V617F tox | PERK inh | NPY-Y2 PAM-ag | BaF3 tox | MDM2 E3 inh
O=C(N=Nc1c(O)[nH]c2ccc(Br)cc12)c1cc(-c2cccs2)nc2ccccc12 | 1.8 | 12.0 | 0.1 | -12.3 | 0.1 | -0.1 | 18.3 | 4.0 | -6.2
Cc1cc(Cl)c(S(=O)(=O)Nc2ccc3c(c2)OCO3)cc1OCC(=O)NC1CCCCC1 | -2.0 | 3.1 | 1.1 | -6.1 | -0.9 | -2.3 | -9.5 | 4.5 | 10.0
CC(=O)N(Cc1ccc(Br)cc1)c1ccccc1C(=O)O | 1.7 | -0.8 | 0.6 | -16.9 | -5.2 | 0.8 | -12.8 | -4.1 | -20.8
CCCCCOc1ccccc1C(=O)NCCCC(=O)O | -1.3 | 1.5[fluorescence artefact?] | 0.2 | -15.1 | -2.2 | 1.1 | -6.7 | 1.2 | -6.0
CCN(CC(=O)Nc1ccc(N2CCOCC2)cc1)CC(=O)NC(C)(C)C | -2.5 | 2.2 | 2.2 | -14.2 | 1.8 | -0.1 | -23.9 | 1.9 | -1.4
COc1ccc(/C=C2\NC(=O)C(C=NCc3ccccc3)=C2O)cc1 | 2.8 | 6.2 | 0.2 | -19.9 | -2.4 | 0.2 | 2.3 | 2.5 | -2.8
CC(=O)Nc1ccc(NC(=O)CSc2ccc(C)cc2)cc1 | 0.4 | -1.2 | 1.1 | -9.0 | -0.4 | 1.5 | 6.7 | 6.8 | -26.9
Cc1ccc2c(CNCc3ccco3)cc(=O)oc2c1 | -1.1 | 2.2 | -0.2 | 1.7 | -1.7 | 0.4 | -0.4 | -1.2 | -0.7
O=C(Nc1ccc2c(c1)OCO2)c1cnccn1 | 0.9 | -2.5 | -0.9 | -11.1 | 0.5 | 0.7 | 10.6 | 2.6 | -16.2
COC(=O)/C=c1/s/c(=C(\C#N)C(=O)NCc2ccco2)n(-c2ccccc2)c1=O | 1.6 | -5.0 | 0.5 | -4.6 | -2.4 | -0.5 | 7.8 | 2.1 | -11.9
C=CCNC(=O)COC(=O)COc1ccc(Cl)cc1C | -0.2 | -11.5[fluorescence artefact?] | -0.6 | -2.8 | -1.0 | 0.4 | 1.6 | 4.1 | -10.4
O=C(NCCCn1ccnc1)c1cc2nc(-c3ccc(Br)cc3)cc(C(F)(F)F)n2n1 | 0.0 | 1.4 | 0.9 | -5.3 | -1.4 | -1.4 | 4.8 | 3.7 | 5.2
c1ccc2c(CNc3ccc(CNc4ncn[nH]4)cc3)cccc2c1 | 2.1 | 3.0 | -3.1 | -15.4 | -3.8 | -0.1 | 15.9 | -1.2 | 2.6
CC(C)c1nc(N2CCOCC2)c(C#N)c2c1CCCC2 | -2.3 | -4.1 | 3.5 | -13.3 | -2.4 | -0.7 | 17.5 | 0.6 | -9.8
Cn1c(=O)c2c(ncn2CC(=O)N2CCc3ccccc3C2)n(C)c1=O | -1.0 | -7.4[fluorescence artefact?] | 0.8 | -7.6 | -0.2 | -0.7 | 14.0 | 2.1 | -12.6
O=C(CNC(=O)OCc1ccccc1)NC1CCCCCC1 | 2.3 | 2.6 | 1.8 | -12.1 | 2.2 | -0.8 | -12.5 | 1.8 | -2.6
C=CCNC(=O)CN1CCC(O)(c2ccccc2)CC1 | -1.5 | -0.7[fluorescence artefact?] | 0.9 | -0.8 | -0.6 | 0.7 | -1.6 | 6.1 | -25.5
CCn1cc(C(=O)NCc2cccs2)c(=O)c2cc(S(=O)(=O)N3CCOCC3)ccc21 | -2.5 | -2.8 | 2.5 | -5.0 | 1.1 | 0.1 | -31.6 | -0.1 | -95.3
O=C(CN1C(=O)C(c2ccc(F)cc2)=NC12CCCC2)Nc1ccc(F)cc1 | 2.1 | 1.9 | -0.7 | -1.1 | 3.2 | -0.9 | 8.1 | 12.8 | -10.8
COc1ccc(CNC(=O)C(C)c2ccc([N+](=O)[O-])cc2)cc1 (centres undefined) | 3.3 | -0.5 | -1.4 | -4.5 | -0.2 | 0.8 | 3.7 | -1.0 | -5.4
Cc1ccc(NCCC(=O)c2cccc([N+](=O)[O-])c2)cc1 | 0.5 | -2.3 | 0.8 | 5.4 | -4.1 | 0.2 | 6.9 | 0.5 | -10.9
c1ccc(C2=Nn3c(nnc3-c3ccncc3)SC2)cc1 | -4.3 | -1.4 | 0.1 | -15.2 | 5.5 | -0.8 | -3.2 | 1.0 | -9.2
CCN1C(=O)N/C(=C/c2ccc(Sc3ccc(C)cc3)o2)C1=O | 1.9 | -0.3 | 1.1 | -17.1 | -1.3 | 0.2 | -26.1 | 5.3 | -10.0
CCNc1nc(NCC)nc(Oc2ccc(N)cc2)n1 | -0.3 | 0.5 | 2.0 | -4.3 | -2.5 | -0.9 | -6.4 | 1.4 | -8.4
Cc1cc(-c2ccccc2)nc(N(C)NC(=O)c2c(F)cccc2F)c1S(C)(=O)=O | -2.4 | 2.3 | 0.7 | -6.6 | 1.0 | -1.9 | 5.5 | 6.5 | -63.3
Cc1nc([N+](=O)[O-])c(N2CCN(C)CC2)n1Cc1ccccc1 | -1.4 | 10.1 | -0.5 | -6.9 | -5.7 | 1.3 | 4.1 | -0.3 | -19.0
CCOC(=O)c1c(NC(=S)Nc2ccc(Cl)cc2)sc(C)c1C | -2.1 | 1.7 | -1.6 | 0.4 | -2.4 | -0.3 | -2.2 | 1.6 | -10.5
COc1cc(C(=S)N(C)C)ccc1O | 0.0 | 2.6 | -1.1 | -2.9 | -1.4 | 1.4 | 3.4 | 7.8 | 1.1
O=C(COc1ccccc1)N1CCN(S(=O)(=O)c2cccc([N+](=O)[O-])c2)CC1 | -2.3 | -1.6 | -1.1 | 5.3 | -4.2 | 0.6 | -5.1 | 3.9 | -14.2
O=C(CSc1nncc2ccccc12)Nc1cccc(C(=O)O)c1 | 4.4 | -3.9 | 0.8 | -7.7 | 0.2 | -0.5 | -3.8 | -2.9 | -2.8
COc1cccc(CNC(=O)Cc2ccc(-n3c(=O)[nH]c4ccccc4c3=O)cc2)c1 | 0.8 | -9.1 | -0.4 | -17.4 | 4.5 | 0.2 | 5.3 | 5.9 | 16.9
Cc1ccc2cc(CNC(C)C)c(=O)[nH]c2c1 | -2.2 | 2.2[fluorescence artefact?] | 0.4 | 7.2 | -1.4 | 1.0 | 6.7 | 3.9 | -22.9
COc1ccc(C2(CNC(=O)c3cccc([N+](=O)[O-])c3)CCOCC2)cc1OC | -0.9 | 0.9 | 4.4 | -2.2 | -1.8 | -0.1 | -1.4 | -0.3 | -6.8
O=C(NN1CCOCC1)c1cc(-c2ccccc2)nc2ccccc12 | 1.0 | 2.1 | -2.8 | -9.8 | -0.5 | 1.4 | 21.8 | 8.3 | -12.8
Cc1onc(-c2ccccc2Cl)c1C(=O)Nc1ccc(-c2cn3cccnc3n2)cc1 | -0.6 | -2.5[fluorescence artefact?] | 1.8 | -7.2 | 0.9 | -0.5 | 1.4 | 4.9 | -6.8
C/C(=N\NC(=S)Nc1c(C)cccc1C)c1ccc(O)cc1 | 0.8 | -7.1 | 1.1 | 8.3 | -1.3 | -0.3 | -14.3 | -0.8 | -10.1
Cc1cccc(Nc2cc(=O)[nH]c(=O)[nH]2)c1 | 1.5 | 1.4 | 3.1 | 1.6 | -4.0 | 1.1 | 0.0 | 1.5 | 5.8
CN(CC#CC1(O)c2ccccc2-c2ccccc21)Cc1ccccc1 | 0.6 | -5.7 | 1.0 | 1.1 | -1.1 | -0.1 | -8.1 | -0.3 | -1.1
Cc1ccc(S(=O)(=O)N2CCC(C(=O)Nc3ccc4c(c3)OCO4)CC2)cc1 | 0.3 | 10.5 | 3.4 | 10.4 | -1.3 | -0.9 | -3.5 | 3.8 | -9.1
COc1ccc(C(=O)Nc2cccc(C)c2)cc1 | 11.9* | 1.4 | 0.0 | -2.1 | 0.8 | 0.7 | 9.3 | 5.5 | -10.8

Three entries from above, with two lines to a compound.
Values run as follows: Wee1 stabilizer, eIF4E-4G inh, S1P4 agonist, S1P4 antag, Ba/F3 V617F tox, PERK inh, NPY-Y2 PAM-ag, BaF3 tox, MDM2 E3 inh
- O=C(CSc1nncc2ccccc12)Nc1cccc(C(=O)O)c1
→ 4.4, -3.9, 0.8, -7.7, 0.2, -0.5, -3.8, -2.9, -2.8
- CN(CC#CC1(O)c2ccccc2-c2ccccc21)Cc1ccccc1
→ 0.6, -5.7, 1.0, 1.1, -1.1, -0.1, -8.1, -0.3, -1.1
- C/C(=N\NC(=S)Nc1c(C)cccc1C)c1ccc(O)cc1
→ 0.8, -7.1, 1.1, 8.3, -1.3, -0.3, -14.3, -0.8, -10.1

Next records:
SMILES | Wee1 stabilizer | eIF4E-4G inh | S1P4 agonist | S1P4 antag | Ba/F3 V617F tox | PERK inh | NPY-Y2 PAM-ag | BaF3 tox | MDM2 E3 inh
C/C(=N\NC(=O)C1(C)CC1(Br)Br)c1ccc([N+](=O)[O-])cc1 (centres undefined) | -0.1 | 1.1 | -0.3 | -14.4 | 3.6 | 0.3 | -11.2 | 1.6 | -13.3
CCOc1cc(-c2nn3cnnc3s2)cc(OCC)c1OCC | 0.6 | 5.3 | 2.1 | -13.6 | 2.9 | 0.2 | 0.8 | 7.8 | -12.6
O=C(Nc1ccccc1C(=O)N1CCOCC1)C1CC(=O)N(C2CCCC2)C1 (centres undefined) | -1.3 | -4.5[fluorescence artefact?] | 0.0 | 0.6 | 0.4 | 0.3 | -1.7 | 3.8 | -0.6
COc1ccc(N2CCN(CC(=O)N3N=CCC3c3ccccc3)CC2)cc1 (centres undefined) | 4.9 | 3.4 | -2.3 | -3.8 | 2.6 | 0.1 | 1.1 | 6.3 | -16.2
CC(NC(=O)c1ccc(S(=O)(=O)C(F)F)cc1)c1ccccc1 (centres undefined) | -1.1 | -1.7 | 5.3 | -15.8 | -0.7 | 0.6 | -2.8 | -1.1 | -9.7
CN(NC1OC(=O)c2ccccc21)c1ccc(C(F)(F)F)cc1[N+](=O)[O-] (centres undefined) | -0.8 | 2.2 | -0.3 | 10.9 | -3.0 | 0.5 | 3.4 | -0.9 | -2.2
O=C(c1cn(-c2ccccc2)nc1-c1ccccc1)n1nnc2ccccc21 | -2.6 | -18.4 | -0.4 | 9.4 | -1.0 | 0.8 | -8.0 | 1.6 | nt
Cc1cc(C)n(C(=O)CNC(=O)c2ccco2)n1 | 0.0 | -3.2 | 2.4 | -12.3 | 1.3 | 1.0 | -1.5 | 0.5 | -4.8
O=C(Nc1ccc(S(=O)(=O)N2CCCC2)cc1)c1cccnc1 | 4.4 | -3.6[fluorescence artefact?] | -1.1 | -7.4 | 2.6 | 1.3 | -10.8 | 5.6 | -9.3
COC(=O)c1ccccc1N=Nc1c(C)noc1C | -1.1 | 1.3 | 0.7 | 8.0 | -0.5 | 1.8 | -8.0 | -2.1 | -8.0
Cc1cc(=O)oc2cc(N3C(=O)CC(Cc4ccccc4)C3=O)ccc12 (centres undefined) | 4.4 | -0.2 | -0.5 | -11.9 | 1.7 | 0.6 | -18.1 | 9.3 | -13.4
O=S(=O)(c1cccc(C(F)(F)F)c1)N1CCN(C(=S)NC2CC2)CC1 | -2.3 | -2.6[fluorescence artefact?] | 1.0 | -18.4 | 1.7 | -0.7 | 11.8 | 3.1 | -2.2
Cc1ccc(-n2[nH]c(C)c(C=NCc3ccncc3)c2=O)cc1 | 0.9 | -4.8 | 1.1 | -4.2 | 4.4 | 0.6 | -1.6 | 5.5 | -4.9
O=C(Nc1ccccc1SCC1CSc2nc3ccccc3c(=O)n21)c1ccccc1Cl (centres undefined) | -3.1 | 0.7 | -1.4 | -5.2 | -2.9 | -1.1 | -9.2 | 3.6 | -2.9
